Statin myotox sup: suppressors of simvastatin-induced myotoxicity in C2C12 myotubes; ATP luminescence, 48 h; scaled: DMSO 0, geranylgeraniol control 100; rescue of ATP level, % at 7.49 µM; actives 0.78% (n = 330,000);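 active = mean ATP rescue above about 67%, or every replicate alone reaching that limit, limit read from the data, passing the limit was not always enough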;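 also: myotubes were challenged with 10 µM simvastatin during compound exposure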
miR122 inh: inhibitors of miR-122 in Huh7 cells | activation (reporter increase), % at 12.5 µM | AID 602342 | Huh7 miR-122 Renilla luciferase sensor, 48 h; neutral wells = 0, positive control = 100 | actives 0.3% (n = 340,000);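 active = mean replicate activation score at least 90 and every replicate individually at or above 90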;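 also: higher luciferase means less miR-122 activity so hits act as miR-122 inhibitors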
SIRT5 block: blocks human SIRT5 desuccinylation of peptide | actives 1.1% (n = 330,000) | inhibition, % at 15 µM | Purified SirT5, succinyl-peptide AMC, trypsin-coupled fluorescence | AID 652115; in the data active = inhibition above about 15%
Target sequence (Q9NXA8 whole entry, looked up): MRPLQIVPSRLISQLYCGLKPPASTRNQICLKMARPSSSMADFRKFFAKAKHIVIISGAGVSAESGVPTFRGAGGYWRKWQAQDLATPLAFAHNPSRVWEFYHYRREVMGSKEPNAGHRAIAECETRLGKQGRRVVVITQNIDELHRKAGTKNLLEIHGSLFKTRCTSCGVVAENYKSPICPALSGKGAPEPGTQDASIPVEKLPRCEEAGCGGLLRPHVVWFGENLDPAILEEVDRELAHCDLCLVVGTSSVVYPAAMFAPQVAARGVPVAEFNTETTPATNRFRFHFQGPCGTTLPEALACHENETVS
esBAF inh: blocks esBAF chromatin remodeling in mouse ES cells | actives 2% (n = 350,000) | reporter increase, % at 12.5 µM | Bmi1-luciferase knock-in reporter, 24 h; 100% = twice the neutral-well signal; in the data active = activation above about 40%;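 also: 0% = median of the plate's neutral control wells and 100% = double that signal; a rise in the Bmi1 reporter signal indicates esBAF inhibition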
Cneo AK release: Cryptococcus neoformans lysis via adenylate kinase release; C. neoformans lysis, adenylate kinase release luminescence, 4 h; normalised: neutral wells 0, clomiphene wells 100; lysis activity, % at 15 µM; actives 0.2% (n = 360,000); AID 651654;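 active = mean lysis activity across replicates of at least 80%, whatever share of replicates individually reach that level; inactive = mean lysis activity below 80%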
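Material: C. neoformans cells; Schedule: 4 h static compound exposure, 37 °C, read 1 h post-reagent; Measured by: adenylate kinase release luminescence; Read-out: signal increase indicating cell lysis; Controls: Clomiphene as positive lysis control.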
ERp5 inh: blocks human ERp5 reductase activity on insulin; AID 651711; inhibition, % at 9.99 µM; actives 0.05% (n = 350,000); ERp5 insulin aggregation, absorbance 650 nm, 90 min; Q15084;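 active = mean replicate inhibition above about 25%, with every replicate also reaching it, limit read from the data, passing the limit was not always enough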
Target sequence (Q15084 whole entry, looked up): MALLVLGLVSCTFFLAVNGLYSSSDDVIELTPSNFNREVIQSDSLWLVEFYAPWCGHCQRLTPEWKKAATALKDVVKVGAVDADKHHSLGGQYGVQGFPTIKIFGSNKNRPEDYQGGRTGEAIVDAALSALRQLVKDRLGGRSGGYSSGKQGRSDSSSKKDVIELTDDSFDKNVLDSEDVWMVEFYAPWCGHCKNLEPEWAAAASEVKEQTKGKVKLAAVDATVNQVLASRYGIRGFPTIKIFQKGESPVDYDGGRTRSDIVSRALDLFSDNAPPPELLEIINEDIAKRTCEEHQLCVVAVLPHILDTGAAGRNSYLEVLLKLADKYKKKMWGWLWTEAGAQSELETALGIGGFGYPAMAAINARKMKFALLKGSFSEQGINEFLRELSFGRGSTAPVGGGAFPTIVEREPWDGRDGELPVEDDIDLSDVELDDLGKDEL
ARNT TACC3 PPI: disruptors of human ARNT/TACC3 interaction; Q9Y6A5; AlphaScreen His-ARNT PAS-B/GST-TACC3 binding, luminescence; TACC3 fragment carries E629A point mutation; inhibition, % at 9.99 µM; actives 0.66% (n = 390,000);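 active = mean inhibition of replicates at least 50% and at least half of replicates each reaching 50%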;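 also: 0% = complete ARNT plus TACC3 wells and 100% = ARNT alone without TACC3; many hits fall short of the cut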
An asterisk follows results filed as active; . = no result given; [ ] = dose if it differs, or a comment.

SMILES	Statin myotox sup	miR122 inh	SIRT5 block	esBAF inh	Cneo AK release	ERp5 inh	ARNT TACC3 PPI
FC(F)(F)c1cnc(-c2cnc(-c3ccncc3)nc2)c(Cl)c1	.	.	0	.	.	2	0
Cc1ccc(S(=O)(=O)Nc2ccc3c(c2)C(=O)N([C@@H](C)CO)C[C@H](C)[C@H](CN(C)CC2CCCCC2)OCCCC[C@@H](C)O3)cc1	.	2[16.7 µM]	13	0	-6	-2	5
CC1Oc2ccccc2N(CC(=O)c2ccccc2)C1=O (stereo not drawn)	1	-2	-1	15	0	5	-14
CC(C)c1ccc(NC2CCCN(C(=O)CCN3CCCCC3=O)C2)cc1 (stereo not drawn)	.	-6	9	.	-1	6	-1
COC(=O)C1C2C=CC3(CN(C(C)c4ccc(OC)cc4)C(=O)C13)O2 (stereo not drawn)	3	2	1	3	0	-10	-6
Cc1ccc(S(=O)(=O)NCC[C@@H]2CC[C@H](NC(=O)c3cccnc3)[C@H](CO)O2)cc1	-3	.	-3	-1	-5	4	-2
O=C(OCC(=O)N1CCCc2ccccc21)c1ccccc1NCCO	-3	-2	-10	1	3	2	-41
CN1CCN(Cc2oc(CO)cc(=O)c2O)CC1	3	-4	.	-1	1	.	1
COc1cccc(-n2ccnc2SCC(=O)N2CCc3ccccc32)c1	6	-9	.	1	0	.	1
CCN1C[C@@H]2[C@@H]3C(=O)N(Cc4ccccc4)C(=O)[C@@H]3[C@](C)(C1=O)N2C(=O)c1ccc(Br)cc1	6	-1	-14	-3	5	-3	-2
O=C(OCCN1C(=O)c2ccccc2C1=O)c1cccc(OC(F)F)c1	14	-3	.	-9	2	.	2
O=C(Nc1ccc2c(c1)OCCO2)C1CCN(S(=O)(=O)Cc2ccccc2)CC1	-11	-4	.	-5	0	.	-34
O=C(O)CCSc1nnc(-c2ccc3c(c2)OCO3)o1	3	-1	.	-53	0	.	-13
CC(=O)c1cccc(NC(=O)CCCOc2ccc(C)cc2)c1	-4	-1	-1	0	-1	2	3
Cc1cc(C)n(C(=O)CNC(=O)c2ccc(Cl)cc2Cl)n1	11	-2	1	-3	.	4	-4
CC1Oc2ccccc2N(CC(=O)NCCCN2CCOCC2)C1=O (stereo not drawn)	19	-5	0	-2	1	-2	-1
O=C(Cn1cccc1)N1CCN(C(c2ccccc2)c2ccccc2)CC1	3	.	.	-5	2	.	-2
Cc1ccccc1C(=O)Nc1ccnn1C1CCN(CCCc2ccccc2)CC1	-7	0	4	1	-2	2	-1
Cc1onc(-c2ccccc2Cl)c1C(=O)N1CCN(c2ccc(F)cc2)CC1	-10	6	-1	0	2	0	1
COc1ccc(NC(=O)Nc2ccc3c(c2)[C@H]2C[C@@H](CC(=O)NC4CCCC4)O[C@@H](CO)[C@H]2O3)cc1	7	8[16.7 µM]	0	-2	-1	-2	-1
CC(C)NC(=O)N(C)C[C@@H]1OCCCC[C@@H](C)Oc2ccc(NS(C)(=O)=O)cc2C(=O)N([C@H](C)CO)C[C@@H]1C	.	1[16.7 µM]	2	-2	-4	-3	-5
CCCn1c(SCC(=O)Nc2ccccc2Cl)nc(O)cc1=O	-11	.	1	0	.	4	.
COc1ccc(NS(=O)(=O)c2ccc3nc(COc4cccc5ccccc45)[nH]c3c2)cc1	.	1	.	.	0	.	-1
CC(=O)Nc1ccc(NC(=O)c2cccc(S(=O)(=O)N(C)C3CCCCC3)c2)cc1	-4	24	-2	7	0	0	0
Cc1cc(C(=O)CSc2nc(N)cc(N)n2)c(C)n1CCc1ccc(F)cc1	6	-3	.	14	-3	.	-1
C[C@@H]1CCCCO[C@@H](CN(C)Cc2ccc(C(=O)O)cc2)[C@H](C)CN([C@@H](C)CO)C(=O)c2cc(NC(=O)CCC(F)(F)F)ccc2O1	.	11[16.7 µM]	-6	-3	-1	5	-10
CCC(C)N(C(=O)CSc1ncnc2sccc12)C1CCS(=O)(=O)C1 (stereo not drawn)	0	.	-2	-3	2	6	-2
CCN([C@H](CO)C(C)C)S(=O)(=O)c1ccccc1Br	9	-4	-4	-3	3	5	-4
CN(C)c1ccc(P(=O)(OCc2ccccc2)C(O)c2ccc(Cl)cc2)cc1 (stereo not drawn)	21	8	0	-7	-1	1	-2
CN(C)CCCNC(=O)[C@H]1[C@H](CO)[C@H]2Cn3c(ccc(C4=CCCC4)c3=O)[C@H]2N1CCC(F)(F)F	-4	.	-5	5	2	2	-2
CCCNC(=O)N[C@@H]1CC[C@@H](CCn2cc(C3CCCC3)nn2)O[C@@H]1CO	5	.	0	-4	2	11	-5
COc1cc(/C=N/N=C(\N)c2nonc2N)ccc1O	.	4	6	.	.	4	.
COc1ccc(CN(C)C[C@H]2Oc3ccc(NS(=O)(=O)c4ccc(Cl)cc4)cc3CC(=O)N([C@@H](C)CO)C[C@H]2C)cc1	23	4[16.7 µM]	11	3	1	2	6
N#C[C@H]1N[C@H](CO)[C@@H]1c1ccc(C#Cc2cccnc2)cc1	-10	.	3	3	-1	0	-2
CCCNC(=O)Nc1ccc2c(c1)C(=O)N(C)C[C@@H](OC)[C@@H](C)CN(Cc1cccnc1)[C@H](C)CO2	-3	.	0	-2	-2	-1	-4
CC(=O)Oc1cccc(Nc2ncnc3ccccc23)c1	-4	-3	-4	7	-9	1	2
Cc1cc(C)c(C(=O)Cn2cnc3cc([N+](=O)[O-])ccc3c2=O)cc1C	0	-7	-4	-4	1	1	-1
COc1cc(CNC(=O)C2CCCN2S(=O)(=O)c2ccccc2)cc(OC)c1OC (stereo not drawn)	-9	-8	-7	2	-1	-9	.
O=S(=O)(NCCc1ccccc1)c1ccc(S(=O)(=O)N2CCCCC2)cc1	16	24	0	0	0	4	-7
O=C(NCCc1c[nH]c2ccccc12)/C(=C\c1ccco1)NC(=O)c1ccco1	18	-13	1	-5	3	4	5
O=C(Nc1nc2ccccc2s1)c1ccccc1[N+](=O)[O-]	7	-1	-3	50*	-1	2	0
NCc1csc(Nc2ccc(C(=O)c3ccccc3)cc2)n1	-4	-1	-6	11	-3	-1	.
CCOC(=O)N1CCN(c2cc(=O)n(Cc3ccc(F)cc3)c(=O)[nH]2)CC1	1	-3	.	0	2	.	-6
CC(C)NC(=O)N(C)C[C@H]1Oc2ccc(NC(=O)Nc3ccc4c(c3)OCO4)cc2CC(=O)N([C@@H](C)CO)C[C@@H]1C	-19	-1[16.7 µM]	1	-4	-4	7	-5
C/C=C\C=C/C(=O)Nc1cccc(C2=NOC3(C2)C[C@@H](C(N)=O)N(C(=O)CCCCC)C3)c1 (stereo partly drawn)	-18	-3	2	0	6	-4	-1

Whole records, quoted from the list:
NCc1csc(Nc2ccc(C(=O)c3ccccc3)cc2)n1 is entered as Statin myotox sup = -4; miR122 inh = -1; SIRT5 block = -6; esBAF inh = 11; Cneo AK release = -3; ERp5 inh = -1; ARNT TACC3 PPI = .
Cc1cc(C)c(C(=O)Cn2cnc3cc([N+](=O)[O-])ccc3c2=O)cc1C is entered as Statin myotox sup = 0; miR122 inh = -7; SIRT5 block = -4; esBAF inh = -4; Cneo AK release = 1; ERp5 inh = 1; ARNT TACC3 PPI = -1

Additional records.
SMILES	Statin myotox sup	miR122 inh	SIRT5 block	esBAF inh	Cneo AK release	ERp5 inh	ARNT TACC3 PPI
COC(=O)CCCC(=O)NC(C)c1cnn(-c2ccccc2C)c1C (stereo not drawn)	1	-4	7	-5	-1	3	-1
Cc1cc(C(=O)N/N=C/c2ccc(OC(=O)c3ccccc3Br)cc2)n[nH]1	.	.	-1	.	.	-4	17
O=C(O)c1ccc(-c2nnc(-c3ccc([N+](=O)[O-])cc3)o2)cc1	-8	0	2	-4	2	-8	0
CC(C)(C)OC(=O)[C@H](CCCCN)NC(=O)c1nc[nH]c1C(=O)NCCCCCN	-10	.	-5	-4	-5	-2	-6
C(=C\c1cc(/C=C/c2ccccc2)ncn1)/c1ccccc1	3	.	.	55*	0	.	1
Cc1ccccc1OCC(=O)Nc1ccccc1-c1ccccc1	.	.	-1	.	.	7	-20
CCS(=O)(=O)N1CCCCN2[C@H](C1)[C@H](c1ccc(-c3ccccc3F)cc1)[C@@H]2CO	-11	8[16.7 µM]	7	2	-2	-4	-12
Clc1cccc(CN2CCC3CC2c2cc(N4CCCCC4)ccc23)c1 (stereo not drawn)	0	-6	.	1	-3	-3	26
Cc1cccnc1C1=NOC(Cc2ccccc2)C(=O)N1Cc1ccc(F)cc1 (stereo not drawn)	3	.	.	9	-1	4	.
COc1cc(/C=N/NC(N)=O)cc(Br)c1OCc1ccc(C)cc1	.	6	.	-8	1	.	-6
Cc1cc(/C=N\NC(=O)CC(=O)NC2CCCCC2)c(C)n1-c1cccc(Cl)c1Cl	.	-5	.	.	3	.	-3
O=C(C[C@H]1CC[C@@H]2[C@H](COC[C@H](O)CN2S(=O)(=O)c2ccc(Cl)cc2)O1)NCCN1CCCC1	-5	-3[16.7 µM]	-3	-2	9	1	-1
COc1ccc(S(=O)(=O)Nc2ccc3c(c2)C(=O)N([C@@H](C)CO)C[C@@H](C)[C@@H](CN(C)Cc2ccc(C(F)(F)F)cc2)O3)cc1	37	-13[16.7 µM]	.	0	0	0	-2
COC(=O)C(C)Sc1ccc2nnc(-c3cccc(F)c3)n2n1 (stereo not drawn)	8	-4	-6	0	-3	-2	-2
CCCCOc1ccc(C(=O)NNC(=O)C2C3C=CC(C3)C2C(=O)O)cc1 (stereo not drawn)	12	.	-8	-1	0	-11	.
Brc1cccc(-c2nc3c4ccccc4ccn3c2Cc2ccccc2)c1	7	11	-6	-8	0	3	.
C[C@@H]1CCCCO[C@@H](CN(C)C(=O)Cc2ccccc2)[C@H](C)CN([C@@H](C)CO)C(=O)c2cc(NC(=O)Nc3ccc(C(F)(F)F)cc3)ccc2O1	-14	-7[16.7 µM]	5	6	-1	10	-9
COc1ccc(NS(=O)(=O)c2ccc(C(=O)OC(C)C(=O)N3CCOCC3)cc2)cc1 (stereo not drawn)	1	.	-1	-6	-3	5	-3
Cn1c(NC(=O)C2CCCO2)cc(=O)n(C)c1=O (stereo not drawn)	-13	-1	-3	-6	-1	-59	-6
Cc1cccc(C)c1NC(=O)CN1C(=O)NC(C)(CCc2ccccc2)C1=O (stereo not drawn)	.	.	-3	.	.	3	-3
CCC(=O)Nc1ccc2c(c1)OC[C@H](C)N(C(=O)C1CCC1)C[C@@H](C)[C@H](OC)CN(C)C2=O	0	.	1	1	-1	1	-4
CCCNC(=O)NC(=O)CSc1ccc2c(c1)OCCO2	24	-1	.	-1	0	.	11
COc1cc(OC)cc(-c2c(C#Cc3ccsc3)c3cc(-c4ccc5[nH]ccc5c4)ccc3n2C)c1	-27	34	.	-6	-1	-4	-3
CCNC(=O)C1=C(O)c2sccc2N(C)S1(=O)=O	.	.	2	.	.	5	-9
COCCNC(=O)c1ccccc1NC(=O)Cc1ccccc1[N+](=O)[O-]	2	0	-4	-5	-2	11	-23
CCc1ccc(CCC(=O)Nc2sc3c(c2C#N)CCCC3)o1	-31	.	.	-10	3	.	-1
O=C(c1cccnc1)N(c1cc2sc(=O)oc2c2ccccc12)S(=O)(=O)c1ccccc1	-1	0	-3	-3	.	-3	16
CS(=O)(=O)N1CCN(c2ccc(C(=O)NC3C4CC5CC(C4)CC3C5)cc2[N+](=O)[O-])CC1 (stereo not drawn)	11	25	.	-3	2	.	1
C[C@@H]1CN([C@@H](C)CO)C(=O)c2cc(NC(=O)c3ccccc3)ccc2O[C@@H](C)CCCCO[C@H]1CN(C)Cc1ccc(C(F)(F)F)cc1	.	-9[16.7 µM]	-8	-1	-1	-3	-5
CC(=O)Nc1cncc(-c2cccc(C(=O)N(C)C)c2)n1	20	-2	3	2	2	-5	.
O=c1cc(CN2CCN(c3ccccc3F)CC2)c2ccccc2o1	2	6	-1	-3	3	2	.

2 entries from above, with two lines to a compound.
Values run as follows: Statin myotox sup | miR122 inh | SIRT5 block | esBAF inh | Cneo AK release | ERp5 inh | ARNT TACC3 PPI
COCCNC(=O)c1ccccc1NC(=O)Cc1ccccc1[N+](=O)[O-]
  2 | 0 | -4 | -5 | -2 | 11 | -23
O=C(c1cccnc1)N(c1cc2sc(=O)oc2c2ccccc12)S(=O)(=O)c1ccccc1
  -1 | 0 | -3 | -3 | . | -3 | 16

High-throughput results from PubChem BioAssay.
